# GLS inh – qHTS for Inhibitors of Glutaminase (GLS). Glutaminase kidney isoform, mitochondrial (Homo sapiens), O94925. Potency, µM (highest dose often 45.5 µM), for inactives: at the top dose activity change, negative = inhibition, actives largely listed as inhibitors. GLS enzymatic activity, qHTS titration. hit rate 0.21% among 410,000. AID 624170, 2012; also: % is scaled to controls: 0 for no effect and ±100 for the full control effect
#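 Assay buffer: 45 mM KH2PO4 pH 8.2, 0.02% Tween-20. hKGA acts on L-glutamine (1 mM solution added); product glutamate is reported by an oxidase/peroxidase Amplex Red coupling, with fluorescence taken at baseline and 30 min.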
# Pin1 inh – qHTS Assay to Find Inhibitors of Pin1 | Peptidyl-prolyl cis-trans isomerase NIMA-interacting 1 (Homo sapiens), Q13526 | Pin1 FP peptide displacement, HiFluor488, 10 min | Potency, µM (titrated, usually from 115 µM), inactives show top-dose activity, negative = inhibition, usual class: inhibitors | hit rate 0.009% among 390,000; active = well fitted inhibition curve with a large enough effect in the polarisation, with a control signal flat, not every such curve was filed as active; inconclusive = small, poorly fitted or top-dose-only effect, or effect the other way, or a change in a side signal; inactive = no such curve, though single readings can be large or run the other way; the % refers to the polarisation; also: % is scaled to controls: 0 for no effect and ±100 for the full control effect
# Target sequence (Q13526 whole entry, looked up): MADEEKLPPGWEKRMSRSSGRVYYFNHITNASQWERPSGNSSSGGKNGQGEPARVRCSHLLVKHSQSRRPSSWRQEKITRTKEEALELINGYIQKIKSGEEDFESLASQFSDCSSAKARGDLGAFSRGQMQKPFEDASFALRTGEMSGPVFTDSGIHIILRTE
# JMJD2A Tudor – qHTS Assay for Inhibitors of JMJD2A-Tudor Domain; Lysine-specific demethylase 4A (Homo sapiens), O75164; AlphaScreen JMJD2A-Tudor / H3K4me3 peptide binding; Potency, µM (series often up to 114 µM), for inactives: at the highest dose activity change, negative = inhibition, hits mostly inhibitors; hit rate 4.4% among 390,000; AID 504339, 2011; also: % is scaled to controls: 0 for no effect and ±100 for the full control effect; nearly all actives have a fitted effect of over 50% in size
# RGS4 inhibitor – Inhibitors of Regulator of G Protein Signaling (RGS) 4: qHTS; Transcreener GDP fluorescence polarization, RGS4-accelerated GTP hydrolysis; Potency, µM (doses to about 114 µM), without a hit: top-dose activity change, negative = inhibition, hits mostly inhibitors; hit rate 0.039% among 390,000; AID 504845, 2011; also: % is scaled to controls: 0 for no effect and ±100 for the full control effect; nearly all actives have a fitted effect of over 75% in size; some results filed as inactive show a strong effect at the top dose
# Target sequence (P49798 whole entry, looked up): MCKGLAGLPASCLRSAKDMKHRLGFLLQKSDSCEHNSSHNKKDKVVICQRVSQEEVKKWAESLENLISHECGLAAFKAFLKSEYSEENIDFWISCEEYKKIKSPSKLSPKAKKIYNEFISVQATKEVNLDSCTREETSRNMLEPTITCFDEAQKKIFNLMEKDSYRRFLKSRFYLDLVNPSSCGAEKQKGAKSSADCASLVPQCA
#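 MLSMR compounds (23 nl, pin-transferred) preincubated 10 min at room temperature with a 500nM (2x) first reagent, then RGS4 at 900nM (2x) plus Transcreener GDP mix added; fluorescence polarization (620/688 nm) read before and after 90 min at 30 °C.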
# rTrxR1 inhibitor – qHTS Assay for Inhibitors of Mammalian Selenoprotein Thioredoxin Reductase 1 (TrxR1): qHTS; Thioredoxin reductase 1, cytoplasmic (Rattus norvegicus), O89049; recombinant rTrxR1, NADPH fluorescence consumption, selenite substrate; Potency, µM (series often up to 114 µM), without a hit: at the highest dose activity change, negative = inhibition, actives largely listed as inhibitors; hit rate 1% among 390,000; AID 588453, 2011; also: % is scaled to controls: 0 for no effect and ±100 for the full control effect; nearly all actives have a fitted effect of over 65% in size
# Target sequence (O89049 whole entry, looked up): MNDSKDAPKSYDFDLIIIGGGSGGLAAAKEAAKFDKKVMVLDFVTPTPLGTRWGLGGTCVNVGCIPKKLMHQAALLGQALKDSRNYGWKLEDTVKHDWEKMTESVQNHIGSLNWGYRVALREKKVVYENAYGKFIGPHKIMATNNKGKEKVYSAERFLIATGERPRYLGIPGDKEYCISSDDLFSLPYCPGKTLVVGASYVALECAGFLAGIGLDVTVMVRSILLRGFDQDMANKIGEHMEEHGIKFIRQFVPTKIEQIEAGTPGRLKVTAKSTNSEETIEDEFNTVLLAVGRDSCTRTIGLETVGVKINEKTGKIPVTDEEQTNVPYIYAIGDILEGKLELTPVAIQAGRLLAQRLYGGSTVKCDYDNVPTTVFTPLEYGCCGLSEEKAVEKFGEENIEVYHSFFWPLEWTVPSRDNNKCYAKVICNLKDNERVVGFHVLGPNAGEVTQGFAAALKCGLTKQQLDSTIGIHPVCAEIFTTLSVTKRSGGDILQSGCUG
#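 Rat TrxR1 (90 nM in the dispensed reagent) was pre-reduced with 400 uM NADPH for 5 min at room temperature, then incubated with compound for 15 min. After 400 uM selenite was added, NADPH fluorescence (Ex 340/Em 450 nm) was followed for 8 min.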
# ERG Ets-DNA blk – qHTS for Small Molecule Inhibitors of the ERG Ets/DNA interaction; Transcriptional regulator ERG (Homo sapiens), P11308; fluorescence polarization, His-ERG Ets domain / labelled DNA; Potency, µM (doses to about 76.9 µM), for the others: at the top dose FP activity, negative = inhibition, most hits filed as inhibitors; hit rate 0.028% among 370,000; AID 624246, 2012; active = well fitted inhibition curve with a large enough effect in the polarisation, with a control signal flat; inconclusive = small, poorly fitted or top-dose-only effect, or effect the other way, or a change in a side signal; inactive = no such curve, though single readings can be large or run the other way; the % refers to the polarisation;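 also: polarization taken with two DNA probes labelled with fluorescein and Texas red; % of control where 0% means no effect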
#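 His-tagged ERG Ets domain (1 uM in the protein solution; 300mM KCl, 50mM Tris-HCl, 1mM EDTA, 1mM DTT, pH 7.5) received compound, then a probe mix of 5 nM fluorescein-DNA and 100nM Texas-615-DNA. Fluorescence polarization was read for both dyes.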
# Tb PGK inh – qHTS Assay to Find Inhibitors of Phosphoglycerate Kinase; Phosphoglycerate kinase, glycosomal (Trypanosoma brucei brucei), P07378; Potency, µM (top dose mostly 57.5 µM), for inactives: at the highest dose activity change, negative = inhibition, actives largely listed as inhibitors; PGK/GAPDH coupled, Kinase-Glo luminescence, 60 min; AID 602233, 2012; hit rate 0.043% among 380,000; also: % is scaled to controls: 0 for no effect and ±100 for the full control effect; nearly all actives have a fitted effect of over 60% in size
#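 Recombinant glycosomal PGK reaction used 1,3-bisphosphoglycerate generated in-well by GAPDH (100nM final) in 100mM TEA pH 7.6, 5mM MgCl2, 0.01% Tween-20. After 60 minutes at room temperature, ATP was read by Kinase-Glo Plus luminescence end-point.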
# ALOX12 inh – Primary qHTS assay for inhibitors of human arachidonate 12S-lipoxygenase (ALOX12): Round 2; Polyunsaturated fatty acid lipoxygenase ALOX12 (Homo sapiens), P18054; purified 12hLO, xylenol orange hydroperoxide absorbance; Potency, µM (series often up to 108 µM), for the others: top-dose activity change, negative = inhibition, hits mostly inhibitors; hit rate 1.1% among 580,000; AID 1671190, 2021; also: % is scaled to controls: 0 for no effect and ±100 for the full control effect
#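 Hydroperoxide product was detected by ferrous iron/xylenol orange as the 573 to 405 nm absorbance ratio. Arachidonic acid at 40 uM (final) was turned over for 30 min at room temperature by 150 nM human 12hLO, pH 7.0 Hepes buffer, after 15 min compound preincubation.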
# HP1b chromo inh – HTS for Inhibitors of HP1-beta Chromodomain Interactions with Methylated Histone Tails | Chromobox protein homolog 1 (Homo sapiens), P83916 | AlphaScreen HP1-beta / biotin-H3K9me3 peptide binding | Potency, µM (doses to about 114 µM), for the others: at the top dose activity change, negative = inhibition, usual class: inhibitors | hit rate 0.56% among 390,000 | AID 540317, 2011; also: nearly all actives have a fitted effect of over 70% in size; inactives centre near 23
# Target sequence (P83916 whole entry, looked up): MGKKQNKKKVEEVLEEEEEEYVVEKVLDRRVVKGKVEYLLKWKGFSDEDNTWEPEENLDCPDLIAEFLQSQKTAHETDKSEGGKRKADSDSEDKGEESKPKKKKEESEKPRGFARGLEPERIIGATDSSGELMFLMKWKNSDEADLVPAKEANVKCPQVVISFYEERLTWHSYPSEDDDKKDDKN
#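 Compound inhibition of the preformed complex between 50 nM HP1-beta and 50 nM biotinylated H3K9me3 peptide was read by AlphaScreen. Buffer was PBS pH 7.4 with 0.01% Tween-20. Incubations ran 30 min at room temperature, with 10 ug/mL donor/acceptor beads.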
# * hit, by the source's call; i = inactive; ? = inconclusive; . = not tested or not shown; [ ] = remark or other dose. Unless noted, calls follow the shape of the dose curve; as a rule, active = well fitted curve in the direction sought with a large enough effect; inconclusive = small, poorly fitted or top-dose-only effect, or another doubt; inactive = no such curve, though single readings can be large; an effect the other way counts as inactive or inconclusive. Potency is read from the fitted curve at half-maximal effect. An excerpt; the hit share may differ from the screen's.
cpd	SMILES	Pin1 inh	RGS4 inhibitor	JMJD2A Tudor	HP1b chromo inh	ALOX12 inh
1	O=C(c1ccco1)N1CCN(C(c2ccccc2Cl)c2nnnn2Cc2ccco2)CC1 (stereo unspecified)	-12%	6%[11.4 µM]	-5%[11.4 µM]	-13%	?
2	CN(C)c1ccc(C(=O)N2CCN(c3cc(C(F)(F)F)nc4ccccc34)CC2)cc1	13%	-30%	?	-22%	0%
3	COc1ccc2c(c1)c(CC(=O)Nc1c(C)cccc1C)c(C)n2C(=O)c1ccc(Cl)cc1	-4%	-19%	-15%	12%	?
4	Cc1ccc(NC(=S)Nc2cccc3cnccc23)c(C)c1	-2%	-25%	-14%	-10%	-18%
5	CCCC(=O)NC(=S)Nc1sc2c(c1C(N)=O)CCC2	9%	-20%[11.4 µM]	-19%	13%	?
6	O=[N+]([O-])c1ccc(COc2ccccc2/C=N/O)cc1	-5%	-7%	-11%	32%	0%
7	CCc1nnc(NS(=O)(=O)c2ccc(N/C=C\C(=O)c3ccc(F)cc3)cc2)s1	-1%	-3%	-16%	20%	-20%
8	COc1ccc(C2NC(c3ccc(OC)cc3)C([N+](=O)[O-])C(C)(C)C2[N+](=O)[O-])cc1 (stereo unspecified)	1%	-12%	-30%	23%	-10%
9	Cc1nnc(NC(=O)C2COc3ccccc3O2)s1 (stereo unspecified)	-3%	-11%[11.4 µM]	-21%[57.1 µM]	-4%	-6%
10	O=C(Nc1ccncc1)C1CCN(S(=O)(=O)c2cccc(C(F)(F)F)c2)CC1	?	0%	-4%	36%	?
11	Cc1cccc(NC(=O)COc2ccc(/C=N\n3cnnc3)cc2)c1	-1%	14%	-16%	17%	20%
12	Cc1nn(-c2ccccc2)c(N)c1Sc1cccc([N+](=O)[O-])c1	3%	?	56µM*	-21%	?
13	CC1=C(C(=O)Nc2ccc(C)cc2)C(c2ccco2)NC(=O)N1 (stereo unspecified)	-2%	17%	-1%	24%	164%[activator]
14	O=C(NC1CCCCCCC1)c1ccccc1-c1ccccc1	-11%	0%	7%	21%	11%
15	Cc1ccc(C(Sc2ccccc2)C(Cn2cncn2)C(=O)c2ccccc2)cc1 (stereo unspecified)	0%	-43%	-13%	15%	12%

cpd	Tb PGK inh	rTrxR1 inhibitor	ERG Ets-DNA blk	GLS inh
1	i	?	0%	-11%
2	2%	8%[57.1 µM]	-1%	-2%
3	.	6%	3%	2%
4	-15%	2%[57.1 µM]	-7%	1%
5	0%	-1%	8%	21%
6	i	-10%	-1%	-3%
7	-7%	-11%	-7%	10%
8	-5%	-1%	-3%	6%
9	-10%	12%[57.1 µM]	-4%	-12%
10	i	2%	15%	1%
11	-10%	-9%	-12%	2%
12	.	14%	-3%	17%
13	-3%	8%	-1%	1%
14	0%	10%	5%	2%
15	-2%	4%	-2%	-7%

# Going on with the list.
cpd	SMILES	Pin1 inh	RGS4 inhibitor	JMJD2A Tudor	HP1b chromo inh	ALOX12 inh
16	O=[N+]([O-])c1cccc(NC(=S)N2CCCC2)c1	9%	0%	-9%	50%[activator]	0%
17	CCN1C(=O)c2ccc(C(=O)Nc3ncc(C)s3)cc2C1=O	8%	2%	-4%	32%	i
18	O=C(NCc1ccc2c(c1)OCO2)c1cc(Cl)ccc1Cl	15%	-25%	-9%	56%[activator]	42%[activator]
19	CSCc1c(C(=O)OCC(=O)NC2CCCCC2)oc2ccccc12	8%	11%	-20%	19%	34%[activator]
20	O=C(CN1C(=O)NC(c2ccccc2)(c2ccccc2)C1=O)Nc1ccc2[nH]c(=O)[nH]c2c1	0%	12%	-24%	-8%	0%
21	CC1(C)CC(=O)N(CC(=O)O)c2ccccc2S1(=O)=O	1%	0%	-7%	24%	4%
22	CCN(C(=O)C1CCN(S(=O)(=O)c2ccc3c(c2)oc(=O)n3C)CC1)c1cccc(C)c1	1%	-9%	-14%	53%[activator]	21%[57.4 µM]
23	CCc1ccccc1N1CSC2=C(C#N)C(c3ccccc3F)CC(=O)N2C1 (stereo unspecified)	1%	?	22µM*	?	3.2µM*
24	CCCSc1nnc(CSc2nc(C)cc(C)n2)n1C	-5%	6%	56µM*	1%	0%
25	CN(Cc1ccccc1)C(NC(=O)c1ccco1)C(Cl)(Cl)Cl (stereo unspecified)	-3%	12%	32%	66%[activator]	8%
26	O=S(=O)(NCC1(N2CCOCC2)CCCCC1)c1ccc(F)cc1	-1%	-19%	-17%	12%	-1%
27	COc1ccc(C(=O)COC(=O)C(Cc2c[nH]c3ccccc23)NC(=O)c2ccc(C(C)(C)C)cc2)cc1 (stereo unspecified)	?	4%	-31%	20%	-12%
28	COCC(C)N=C1SCCN1Cc1ccccc1 (stereo unspecified)	-8%	-5%	-10%	7%	-11%
29	CC(=O)Nc1ccc(S(=O)(=O)N2CCC(C(=O)NCc3cccnc3)CC2)cc1	-6%	32%	-19%	29%	14%
30	Cc1ccc(OCc2ccc(C(=O)NCC3CCCO3)cc2)cc1 (stereo unspecified)	-1%	6%	2%	71%[activator]	-8%

cpd	Tb PGK inh	rTrxR1 inhibitor	ERG Ets-DNA blk	GLS inh
16	6%	-5%	1%	13%
17	2%	19%	2%	3%
18	i	31%	1%	-7%
19	5%	10%	2%	4%
20	6%	-10%	1%	1%
21	-2%	9%	-1%	1%
22	-8%	5%	-5%	3%
23	-8%	?	-9%	0%
24	-1%	22%[57.1 µM]	8%	-3%
25	1%	-10%	-1%	3%
26	9%	12%	-5%	13%
27	-2%	16%	1%	-1%
28	-3%	19%	-11%	0%
29	1%	-5%	-1%	2%
30	i	25%	1%	0%

# (list continues)
cpd	SMILES	Pin1 inh	RGS4 inhibitor	JMJD2A Tudor	HP1b chromo inh	ALOX12 inh
31	COc1ccc(C(=O)Cn2nnc(-c3ccccc3NC(=O)C3CCCCC3)n2)cc1	?	-12%	2%	59%[activator]	2%
32	O=C(NCCc1cccs1)c1ccc(Cn2c(SCc3ccccc3)nc3cccnc32)cc1	47%[activator]	-22%	-14%	19%	-20%
33	CCn1c(SCC(=O)Nc2ccc(OCc3ccccc3)cc2)nnc1-c1ccco1	16%	15%	-32%	?	0%
34	CC(=O)c1c(-c2ccccc2)c2cc([N+](=O)[O-])ccc2[nH]c1=O	2%	-6%	-23%	21%	25%
35	COC(=O)c1cc(NS(=O)(=O)c2ccc(NCc3cccnc3)c(N)c2)cc(C(=O)OC)c1	0%	-10%	-7%	37%	1%
36	Cc1coc2c(C)c3oc(=O)c(CCC(=O)NCCC(=O)O)c(C)c3cc12	9%	2%[56.9 µM]	?	5%	15%
37	COc1cc(F)ccc1S(=O)(=O)N1CCN(c2ccccc2)CC1	1%	10%	-15%	20%	-7%
38	Cn1c(/N=C/c2ccccc2[N+](=O)[O-])nc2ccccc21	?	-26%	-9%	32%	-4%
39	CC(=O)c1ccc(OCc2cc(C(=O)N(C)Cc3ncc(C)[nH]3)no2)cc1	-1%	-16%	-12%	20%	0%
40	c1ccc(CN2CCN(CCOCCOc3cccc4ccccc34)CC2)cc1	-3%	16%	1.8µM*	20µM*	?
41	O=S(=O)(Cc1ccccc1)N1CCNCC1	1%	15%	-5%	-6%	-3%

cpd	Tb PGK inh	rTrxR1 inhibitor	ERG Ets-DNA blk	GLS inh
31	2%	17%	-2%	4%
32	-6%	32%	-1%	13%
33	6%	-17%	-5%	6%
34	8%	-6%[57.1 µM]	-7%	-1%
35	5%	10%	1%	-13%
36	-10%	3%	-5%	?
37	-12%	21%	5%	5%
38	-8%	26%	7%	20%
39	-5%	3%	-12%	1%
40	-6%	23%[57.1 µM]	10%	-6%
41	7%	-4%	4%	0%

# A draw from above in order of molar mass, highest first.
cpd	SMILES	Pin1 inh	RGS4 inhibitor	JMJD2A Tudor	HP1b chromo inh	ALOX12 inh
35	COC(=O)c1cc(NS(=O)(=O)c2ccc(NCc3cccnc3)c(N)c2)cc(C(=O)OC)c1	0%	-10%	-7%	37%	1%
33	CCn1c(SCC(=O)Nc2ccc(OCc3ccccc3)cc2)nnc1-c1ccco1	16%	15%	-32%	?	0%
38	Cn1c(/N=C/c2ccccc2[N+](=O)[O-])nc2ccccc21	?	-26%	-9%	32%	-4%
41	O=S(=O)(Cc1ccccc1)N1CCNCC1	1%	15%	-5%	-6%	-3%

cpd	Tb PGK inh	rTrxR1 inhibitor	ERG Ets-DNA blk	GLS inh
35	5%	10%	1%	-13%
33	6%	-17%	-5%	6%
38	-8%	26%	7%	20%
41	7%	-4%	4%	0%

# Screening results deposited in PubChem by National Center for Advancing Translational Sciences (NCATS).
